Hsp70 inhibitors = Hsp70 inhibitors, probe displacement, primary screen, biochemical, fluorescence polarization (AID 583); Hsp70 fluorescence polarization probe displacement, mP; higher % means a stronger effect; Heat shock 70 kDa protein 1A (Homo sapiens); displacement, % at 20 µM, or IC50 in µM where a hit was titrated; actives 0.06% (n = 140,000); in the data active = displacement above about 50%;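 also: plate controls were vehicle for no effect and reference ligand for full effect; a part of the inactive calls stands beside numbers as strong as those of hits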
Rat MKP-3 inhibitors = MKP-3 phosphatase inhibitors, primary screen, biochemical, rat enzyme, in vitro (AID 425). Dual specificity protein phosphatase 6 (Rattus norvegicus). recombinant MKP-3 phosphatase activity, fluorescence; higher % means a stronger effect. inhibition, % at 20 µM; hits with a dose series show IC50 in µM. actives 0.17% (n = 110,000); in the data active = inhibition above about 50%;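 also: plate controls were vehicle for no effect and reference inhibitor for full effect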
Starred values were filed as active, the others as inactive; . = not tested or not shown; & = joins results of further samples. Not all compounds are listed; rates above refer to the full screens.

canonical_smiles | Hsp70 inhibitors | Rat MKP-3 inhibitors
CC(C)COP(C)(=S)/C(C#N)=C(\OC(=O)c1ccccc1)c1ccccc1 (centres undefined) | -3.2% | 1%
O=C(COc1ccc(S(=O)(=O)N2CCOCC2)cc1)N1CCN(Cc2ccc3c(c2)OCO3)CC1 | 4.9% | .
Cc1cccc(OP(=O)(Oc2ccccc2)Oc2cccc(C)c2)c1 | 4.1% | 3%
CCCC(=O)C1C(=O)NC(=O)NC1=O | -0.1% | -6%
COc1cccc(CNC2CN3CCC2CC3)c1OC (centres undefined) | 0.0% | -8%
Cc1ccc2nsnc2c1-n1c(C)nc2ccccc2c1=O | 2.1% | -10%
CC(=O)NC(=O)NC(C)Cc1ccccc1 (centres undefined) | 0.8% | .
Cc1nn(-c2ccccc2)c2c1C(c1ccc3c(c1)OCO3)SCC(=O)N2 (centres undefined) | -0.6% | 1%
O=P1(Nc2ccc(F)cc2)COc2ccccc2OC1 | 2.7% | 2%
O=C(Nc1cccc(OC(=O)N2CCCCC2)c1)N1CCCCC1 | 3.3% | -7%
Cc1ccc(-n2c(-c3ccco3)nc3ccccc3c2=O)c(C)c1 | -2.3% | 6%
S=C1CN=C(c2ccccc2Cl)c2cc(Cl)ccc2N1 | 2.0% | .
Cc1cc(OCc2ccccc2)c2c3c(c(=O)oc2c1)CCC3 | 3.1% | 2%
COC(=O)C(O)(c1ccc2c(c1)CCCN2)C(F)(F)F (centres undefined) | -4.2% | -2%
Nc1c(C(=O)NCc2ccco2)c2nc3ccccc3nc2n1CCN1CCCCC1 | -4.3% | 5%
O=[N+]([O-])c1ccc(CNCCc2cccc(F)c2)cc1 | 0.9% | -1%
O=C1NC(=S)N(c2ccc(F)cc2)C(=O)/C1=C/c1ccco1 | . | 1.4µM*
COc1cc2[nH]c(=O)n(-c3cccc(Cl)c3)c(=O)c2cc1OC | 1.0% | -4%
Cn1c(O)c(C=Nc2ccc(Cl)cc2)c(=O)n(C)c1=O | -1.3% | -1%
O=C(O)C1CSC(c2cccnc2)N1 (centres undefined) | 1.2% | 3%
c1ccc2c(CN3CCCCCCC3)c[nH]c2c1 | -0.4% | -6%
Cc1ccc(N2C(=O)CC(=O)NC2=O)cc1 | 4.5% | -4%
O=c1[nH]c(=O)n(Cc2ccccc2)c(O)c1C=NCCN1CCNCC1 | -5.4% | -3%
COc1cc(C=C2C(=O)N(C)C(=O)N(C)C2=O)ccc1OCCOc1ccccc1 | 2.0% | -1%
Cc1ccccc1Cc1c(C)nc2nc(SCC(=O)N3CCC4(CC3)OCCO4)nn2c1C | 4.4% | .
CN(C)c1ccc(/C=C/c2nc3ccc(I)cc3c(=O)n2-c2ccccc2)cc1 | -151% | -1%
CN(CCc1ccccc1)Cc1ccccc1[N+](=O)[O-] | 2.3% | .
Cc1ccc(C)c(CN2CCC(n3nnc4cc(F)ccc43)CC2)c1 | 6.8% | -1%
O=c1c2ccccc2nc(-c2ccccc2)n1-n1cccc1 | -2.3% | -14%
CC(=O)c1c(O)n(C2CCCCCC2)c(=O)[nH]c1=O | -2.9% | -4%

Pulled by compound from the entries so far:
canonical_smiles | Hsp70 inhibitors | Rat MKP-3 inhibitors
S=C1CN=C(c2ccccc2Cl)c2cc(Cl)ccc2N1 | 2.0% | .
c1ccc2c(CN3CCCCCCC3)c[nH]c2c1 | -0.4% | -6%

(list continues)
canonical_smiles | Hsp70 inhibitors | Rat MKP-3 inhibitors
CC(=O)N(C1=NCCCS1)c1ccccc1F | 2.6% | -4%
COCCNC(=O)c1c(NC(=O)c2ccco2)n(Cc2ccccc2)c2nc3ccccc3nc12 | -2.8% | -12%
O=C1NC(=S)NC(=O)C1=Cc1ccc(OCc2cccc3ccccc23)cc1 | 0.9% | 5%
COc1ccccc1-n1c(O)c(C=NCCN2CCNCC2)c(=O)[nH]c1=O | -0.2% | .
COc1ccc(CN2CCN(C(=O)COc3cccc(C)c3)CC2)c(OC)c1 | -5.5% | -2%
COc1ccc(CCn2c(O)c(C=NCCCn3ccnc3)c(=O)[nH]c2=O)cc1OC | 0.8% | .
Oc1ccc(CC2CC3CCN2CC3)cc1O (centres undefined) | -2.1% | -5%
CN(C)c1ccc(/C=C2\C(=O)NC(=S)N(c3cccc4ccccc34)C2=O)cc1 | 4.8% | -1%
CC(=O)Oc1ccccc1C(=O)Oc1ccc2c(c1)c(C(C)=O)c(C)n2Cc1ccccc1 | -4.1% | 1%
Cc1ccccc1N1C(=O)/C(=C/c2ccc(OCc3cccc(C(=O)O)c3)cc2)C(=O)NC1=S | -2.7% | 2%
CCCC(=O)c1ccc(N2CCN(C)CC2)c(F)c1 | -3.1% | 7%
CSc1nc2ccccc2c(=O)n1-c1cccc(C)c1 | -4.3% | 0%
Cc1nc2cc(C(F)(F)F)ccc2n1C1CCN(Cc2nnnn2Cc2ccc3c(c2)OCO3)CC1 | 3.1% | 5%
COc1cc(C2NCc3ccccc3-n3cccc32)ccc1O (centres undefined) | -1.4% | -11%
CC(=NCc1cccnc1)c1c(O)n(-c2ccccc2C)c(=O)[nH]c1=O | 1.0% | .
CCOc1ccc(C2SCC(=O)Nc3c2c(C)nn3C2CCOC(C)(C)C2)cc1 (centres undefined) | 4.0% | .
O=C(O)c1cn(Cc2ccccc2)c2ccccc12 | 1.8% | 2%
CCC1(c2ccccc2)C(=O)NC(=O)N(C(=O)c2cccc(F)c2)C1=O (centres undefined) | -5.9% | -3%
O=c1[nH]c(=O)n(Cc2ccc(F)cc2)c(O)c1C=NCCN1CCCCC1 | 1.7% | -6%
CC(=NCCCN1CCOCC1)c1c(O)n(Cc2ccccc2)c(=O)[nH]c1=O | 4.6% | -2%
COc1ccc(-c2ccc(C=C3C(=O)NC(=S)NC3=O)o2)c([N+](=O)[O-])c1 | 5.3% | 13%
CCC12CN3CCN(CC(C3)C1O)C2 (centres undefined) | 2.2% | .
O=C(COc1ccc(Cl)cc1)N1CCN(Cc2ccccc2)CC1 | -1.0%&1.0% | -6%&0%
COc1ccccc1N1C(=O)NC(=O)/C(=C\c2ccc(O)cc2)C1=O | -5.8% | 4%
O=c1[nH]c(=O)n(CCC2=CCCCC2)c(O)c1C=NC1CCN(Cc2ccccc2)CC1 | 4.8% | -4%
O=C1CC(N2CC=C(c3ccc(F)cc3)CC2)C(=O)N1c1ccc(F)cc1 (centres undefined) | 4.3% | .
CCc1nc2ccccc2c(=O)n1-c1cccc(O)c1 | 2.3% | 0%
O=[N+]([O-])c1cccc(CN2CCN(Cc3cccc(Br)c3)CC2)c1 | -3.9% | 1%
COc1ccc(N2C(=O)/C(=C/c3ccc(-c4cc(C(=O)O)ccc4Cl)o3)C(=O)NC2=S)cc1 | 5.0% | 10%
O=C(CN1CCCCC1)NCC(=O)Nc1ccc(Br)cc1C(=O)c1ccccc1 | -2.5% | 2%

Next part; the last 3 above are carried over.
canonical_smiles | Hsp70 inhibitors | Rat MKP-3 inhibitors
O=[N+]([O-])c1cccc(CN2CCN(Cc3cccc(Br)c3)CC2)c1 | -3.9% | 1%
COc1ccc(N2C(=O)/C(=C/c3ccc(-c4cc(C(=O)O)ccc4Cl)o3)C(=O)NC2=S)cc1 | 5.0% | 10%
O=C(CN1CCCCC1)NCC(=O)Nc1ccc(Br)cc1C(=O)c1ccccc1 | -2.5% | 2%
COc1ccc(CN2CCN(Cc3ccccc3Br)CC2)cc1 | -2.1% | 2%
O=C(c1ccc2c(=O)n(Cc3ccc4c(c3)OCO4)c(=S)[nH]c2c1)N1CCC2(CC1)OCCO2 | 5.2% | -4%
O=C1C(c2ccccc2)=C(N2CC2)c2ccccc21 | -2.7% | .
CCN1CCN(c2nc3c(c(=O)[nH]2)CCCC3)CC1 | 3.4% | 2%
Cc1nc2ccccc2c(=O)n1-c1cccnc1 | 9.8% | -11%&-3%
O=[N+]([O-])c1ccc(N2CCCCCC2)c(F)c1Br | 1.0% | -1%
CCC/C(=N\O)c1c[nH]c2ccccc12 | -8.4% | -9%
Cc1cccn2c(NCC3CCCO3)c(C(C)C)nc12 (centres undefined) | 119% | -15%
COc1cc(CC2C(=O)N(C)C(=O)N(C)C2=O)ccc1OCc1ccccc1 | 4.7% | -10%
CCN1CCN(Cc2cc(Br)cc(Br)c2O)CC1 | -1.7% | .
Cc1ccc(NC(=O)C(Cl)(Cl)Cl)cc1Cl | 0.0% | 3%
CCC1(CC)C(=O)N(C)C(=O)N(C)C1=O | -3.3% | -3%
O=C(CCCCCn1c(=S)[nH]c2ccccc2c1=O)N1CCC2(CC1)OCCO2 | 4.2% | 2%
CN1C(=O)C(=Cc2ccc(C(=O)O)cc2)C(=O)N(C)C1=O | 0.5% | -1%
O=C(COc1ccccc1)N1CCN(Cc2ccc([N+](=O)[O-])cc2)CC1 | -1.9% | -2%
Cc1nc2cc(-c3ccc(Cl)cc3)nn2c(C)c1CCC(=O)N1CCC2(CC1)OCCO2 | -2.9% | -12%
CC[N+](C)(CC)CCCOC(=O)C(O)(c1ccccc1)C1CCCCC1 (centres undefined) | 7.3% | .
O=C1NC(=O)C2(Cc3ccccc3N3CCCC32)C(=O)N1c1ccc(Cl)cc1 (centres undefined) | -4.6% | 1%
O=c1c2ccccc2nc(-c2ccccn2)n1-c1ccc(Cl)cc1 | 4.4% | 3%
Cc1ccc(CS(=O)(=O)Cc2ccc(C(=O)N3CCC4(CC3)OCCO4)o2)cc1 | 4.4% | -3%
Cc1cccnc1NC1=NCC(C)S1 (centres undefined) | 3.9% | 3%
O=C1CC(=O)N(c2ccc(Cl)cc2Cl)C(=O)N1 | 3.0% | -9%
COc1cc(/C=C2\C(=O)NC(=O)N(c3ccccc3)C2=O)c([N+](=O)[O-])cc1OC | 2.0% | 1%
CCC(=NCc1cccnc1)c1c(O)n(Cc2ccccc2)c(=O)[nH]c1=O | -2.1% | -7%
Clc1cccc(CN2CCCCC2c2cccnc2)c1 (centres undefined) | 2.0% | -17%
COC(=O)C(C)Oc1cc(C)cc2oc(=O)c3c(c12)CCC3 (centres undefined) | 0.9% | 1%
O=[N+]([O-])c1ccc(CNCCc2ccc(Cl)cc2)cc1 | -2.6% | 0%
CC1OC(NCCc2ccccc2)C(O)C(O)C1O (centres undefined) | 1.2% | -1%
CCNCC1(c2ccc(OC)c(OC)c2)CCCC1 | -0.6% | 0%
COCCCNC(=O)c1c(NC(=O)c2ccco2)n(Cc2ccccc2)c2nc3ccccc3nc12 | -8.9% | -5%

Some of the entries above in another layout.
SMILES: Cc1ccccc1Cc1c(C)nc2nc(SCC(=O)N3CCC4(CC3)OCCO4)nn2c1C
  Hsp70 inhibitors: 4.4% | Rat MKP-3 inhibitors: .

SMILES: CN(C)c1ccc(/C=C/c2nc3ccc(I)cc3c(=O)n2-c2ccccc2)cc1
  Hsp70 inhibitors: -151% | Rat MKP-3 inhibitors: -1%

(cont.)
The line under a structure holds: Hsp70 inhibitors, Rat MKP-3 inhibitors
CC(=NCC1CCCO1)c1c(O)n(Cc2ccccc2)c(=O)[nH]c1=O (centres undefined)
  4.6%, -1%
CC12CN3CCN(CC(C3)C1O)C2 (centres undefined)
  0.4%, -11%
CN1CCC(O)(c2ccccc2)C2CCCC21 (centres undefined)
  2.7%, -14%
c1ccc2sc(C3CCCNC3)nc2c1 (centres undefined)
  -1.3%, 4%
Cc1cc(OCC(=O)C(C)(C)C)c2c3c(c(=O)oc2c1)CCC3
  -0.4%, 2%
CCN(CC)P(=O)(Oc1cccc(C)c1)N(CC)CC
  2.9%, 8%
O=C1OCCN1P(=O)(c1ccccc1)c1ccccc1
  -4.0%, -5%
CCOc1ccccc1-n1c(O)c(C=NCCCN(CC)CC)c(=O)[nH]c1=O
  -4.6%, -16%
CCNC(=O)C1OC(n2cnc3c(N)ncnc32)C(O)C1O (centres undefined)
  2.8%, -6%
Cc1ccc(Cn2nnnc2CN2CCC(n3nnc4cc(C(F)(F)F)ccc43)CC2)cc1
  4.0%, 0%
O=S(=O)(c1ccccc1)N1CN2CCN(C2)C1
  2.2%, 2%
COc1ccc(OC)c(-n2c(O)c(C=C3C=Nc4ccccc43)c(=O)[nH]c2=O)c1
  3.4%, -3%
CN1CCN(Cc2ccc(OC(F)(F)F)cc2)CC1
  11%, .
CCC(=NCC1CCCO1)c1c(O)n(-c2ccc(Cl)cc2)c(=O)[nH]c1=O (centres undefined)
  6.7%, -4%
O=C(C1CCCN(c2nnc(-n3cccc3)s2)C1)N1CCC2(CC1)OCCO2 (centres undefined)
  3.5%, -10%
Cc1ccc(/C=C2/C(=O)NC(=O)N(c3ccc(C(C)C)cc3)C2=O)o1
  4.6%, 5%
CC(=O)c1cccc(NC2=NCC(C)S2)c1 (centres undefined)
  -4.3%, -7%
O=[N+]([O-])c1cc2c(cc1CNCCc1ccc(Cl)cc1Cl)OCO2
  -1.1%, 1%
CCOc1cc(-c2nc3c(C)cccn3c2NCC2CCCO2)ccc1O (centres undefined)
  2.9%, 5%
COc1ccccc1CCNCc1ccc(Cl)cc1
  0.9%, 4%
Cc1ccccc1-n1c(/C=C/c2ccco2)nc2ccccc2c1=O
  -4.0%, 2%
O=C(CCCOc1ccc(Cl)cc1Cl)N1CCC2(CC1)OCCO2
  0.3%, 1%
CSc1nnc([C@@H](N)Cc2ccccc2)o1
  5.4%, -5%
O=C(CN1CC(c2ccccc2)CC1=O)Nc1ccc(F)cc1 (centres undefined)
  -1.8%, 2%
CCOP(=S)(OCC)SCn1c(=O)oc2cc(Cl)ccc21
  5.0%, -3%
CCOc1ccc(Br)c(C2(O)CC(C)N(C)CC2C)c1 (centres undefined)
  -0.6%, -5%

One compound at a time, from the list above.
`CCOc1ccc(Br)c(C2(O)CC(C)N(C)CC2C)c1` (centres undefined) is entered as Hsp70 inhibitors = -0.6%; Rat MKP-3 inhibitors = -5%
`O=C(CN1CC(c2ccccc2)CC1=O)Nc1ccc(F)cc1` (centres undefined) is entered as Hsp70 inhibitors = -1.8%; Rat MKP-3 inhibitors = 2%

Source: PubChem BioAssay (Sanford-Burnham Center for Chemical Genomics)
